Screening data as filed in PubChem BioAssay.
RBBP9 inhibitor: human RBBP9 hydrolase inhibition; O75884; recombinant RBBP9, FP-Rh probe fluorescence polarization; inhibition, % at 7.94 µM; 220,000 compounds, 0.2% hits; AID 1515;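 active means inhibition above the campaign mean of all tested compounds plus 3 SD, cut at about 14% in these data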;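 further: plate controls were DMSO wells with RBBP9 for no effect and wells lacking RBBP9 protein for full effect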
Target sequence (O75884 whole entry, looked up): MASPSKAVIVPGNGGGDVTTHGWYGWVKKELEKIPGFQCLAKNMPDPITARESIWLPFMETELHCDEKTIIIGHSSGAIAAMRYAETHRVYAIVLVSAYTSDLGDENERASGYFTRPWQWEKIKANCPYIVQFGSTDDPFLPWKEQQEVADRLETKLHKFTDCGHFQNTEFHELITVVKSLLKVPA
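system = RBBP9 protein | input = RBBP9 at 2.5 µM in dispensed solution, before mixing | measured by = fluorescence polarization (mP), excitation 525 nm, emission 598 nm | incubation = enzyme-compound preincubation 30 min, then probe labeling 45 min, 25 °C | buffer or medium = Tris-NaCl-Pluronic buffer, pH 8.0 | compound = single dose 7.94 µM | also added = FP-Rh probe, 375 nM dispensing solution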
PPC-1+TRAIL kill: PPC-1 cancer cell killing with TRAIL present. PPC-1 cells + TRAIL, ATPLite viability luminescence. cell killing (% activity), % at 4 µM. 220,000 compounds, 0.41% hits;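 active means cell killing above 50% in the first pass at 4 µM, then a duplicate retest at 5 µM averaging 50% or more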;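 further: plate controls were cells with TRAIL plus DMSO for no effect and medium-only wells lacking cells for full effect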
zfTRPN1 agonist: zebrafish TRPN1 (NompC) channel agonism; HEK293 zebrafish TRPN1-YFP, Fluo-8 calcium fluorescence; 100% = response to 87 µM carbachol; activation, % at 3 µM; 220,000 compounds, 0.18% hits;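 active means activation above its plate's cutoff, the mean activation of test wells on that plate plus 3 SD, cut at about 19% in these data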;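 further: 0% = DMSO alone and 100% = 87 µM carbachol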
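Control set: carbachol 87 µM as high control, DMSO as low control; system: HEK293 stable line with zebrafish TRPN1-YFP; read-out: % activation versus carbachol response; detection: intracellular calcium fluorescence with Fluo-8; doses: single test compound dose, 3 µM nominal, 0.3% DMSO; schedule: dye 1 h 37 °C plus 30 min RT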
CHOP inh: CHOP inhibition in unfolded protein response | 220,000 compounds, 3.8% hits | CHO-K1 CHOP-promoter luciferase, tunicamycin-induced, 15-18 h | inhibition, % at 10 µM;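 active means compounds that reduced the stress-induced luciferase reporter signal by more than about 70% of percent inhibition, limit read from the data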;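 further: 0% = tunicamycin plus vehicle and 100% = wells without tunicamycin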
Ba/F3 V617F tox: reduce viability of Ba/F3 cells dependent on JAK2V617F | inhibition, % at 5.6 µM | Ba/F3 EpoR-JAK2V617F viability, ATP luminescence | 220,000 compounds, 1.1% hits | AID 1446;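 active means inhibition above the campaign mean plus 3 SD over all tested compounds, cut at about 24% in these data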;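 further: cytokine-independent growth of Ba/F3 cells driven by EpoR plus mutant JAK2; 0% = DMSO-treated cells and 100% = JAK inhibitor I control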
BaF3 parental: counter-screen for JAK2V617F inhibitors: parental Ba/F3 viability inhibitors. inhibition, % at 5.6 µM. AID 1486. 220,000 compounds, 1.1% hits. CellTiter-Glo ATP luminescence;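 active means inhibition above a per-campaign cutoff, the mean inhibition of all tested compounds plus 3 SD, cut at about 27% in these data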;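 further: 0% = DMSO wells and 100% = JAK Inhibitor I control wells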
TRPML3 ag: human mucolipin-3 channel agonism | activation, % at 3 µM | 220,000 compounds, 0.29% hits | AID 1448 | Q8TDD5 | HEK293 TRPML3-YFP, Fluo-8 calcium fluorescence; 100% = the carbachol control signal;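 active means activation above its plate's cutoff, the mean activation of the plate's test wells plus 3 SD, cut at about 12% in these data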;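 further: 0% = DMSO only wells and 100% = carbachol wells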
Target sequence (Q8TDD5 whole entry, looked up): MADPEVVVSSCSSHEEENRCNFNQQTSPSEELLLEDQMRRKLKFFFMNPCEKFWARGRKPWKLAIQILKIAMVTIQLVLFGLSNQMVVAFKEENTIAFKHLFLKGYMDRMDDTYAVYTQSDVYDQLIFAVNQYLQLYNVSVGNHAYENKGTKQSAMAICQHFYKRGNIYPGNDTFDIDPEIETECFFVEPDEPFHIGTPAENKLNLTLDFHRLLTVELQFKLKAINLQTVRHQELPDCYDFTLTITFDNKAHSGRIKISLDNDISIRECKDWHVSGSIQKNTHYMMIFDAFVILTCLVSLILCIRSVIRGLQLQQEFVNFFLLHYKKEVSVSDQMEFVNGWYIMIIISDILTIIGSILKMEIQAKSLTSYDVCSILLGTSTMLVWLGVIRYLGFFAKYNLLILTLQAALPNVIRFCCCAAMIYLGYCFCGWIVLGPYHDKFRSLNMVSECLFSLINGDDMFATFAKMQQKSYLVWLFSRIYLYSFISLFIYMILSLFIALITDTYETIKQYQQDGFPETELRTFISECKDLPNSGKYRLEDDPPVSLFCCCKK
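system = HEK293 cells stably carrying human TRPML3-YFP | doses = one concentration, 3 µM nominal, 0.3% DMSO | timing = dye loading 1 h 37 °C then 30 min ambient, 125 s read | detection = Fluo-8 calcium dye fluorescence, ex 470-495, em 515-575 nm | benchmarks = high control carbachol 87 µM, low control DMSO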
Wee1 stabilizer: human Wee1 degradation inhibition, primary screen; P30291; HeLa Luc-Wee1K328M stability, luciferase luminescence; 100% = proteasome inhibitor MG132 effect; reporter increase, % at 5 µM; 220,000 compounds, 1.2% hits; AID 1321;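 active means activation above the mean of all tested compounds plus 3 SD, set per screening run, cut at about 8.8% in these data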;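 further: cells exposed to compound for 20 h before luminescence read; 0% = DMSO alone and 100% = MG132 at 30 µM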
TNF death inh: TNF-alpha cell death inhibition in Jurkat FADD-/- cells | 220,000 compounds, 0.068% hits | Jurkat FADD-/- TNF necroptosis rescue, ATP luminescence, 24 h; 0 = TNF only, 100 = no-TNF cells | activation (protection from cell death), % at 10 µM;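 active means activation, meaning protection from cell death, of at least 50% relative to plate controls; inactive means activation below 50%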;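 further: necroptosis triggered by 40 ng/mL TNF-alpha added together with compound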
Starred values were filed as active, the others as inactive; / = not tested or not shown.

SMILES	RBBP9 inhibitor	PPC-1+TRAIL kill	zfTRPN1 agonist	CHOP inh	Ba/F3 V617F tox	BaF3 parental	TRPML3 ag	Wee1 stabilizer	TNF death inh
CC(C)c1ccc(SCc2noc(C(=O)NCC3CCCO3)c2C(=O)O)cc1 (configuration not stated)	2	18	0.7	16	-2	0	0.5	1	-0.8
O=C(Nc1ccc(S(=O)(=O)Nc2ncccn2)cc1)c1cnc(Cl)c(Cl)c1	-14	15	0.1	-7	-1	3	0.6	-2	-0.4
CCN(CC)S(=O)(=O)c1ccc(-c2nnc(SCC(N)=O)n2CC)cc1	0	7	1.4	-13	-2	7	0.7	-3	-0.2
O=C(Nc1ccccc1)OC1CCCCc2cccnc21 (configuration not stated)	-8	18	-0.1	39	-2	3	-0.1	-2	2.1
Cc1ccc(S(=O)(=O)N2CCN(CC(=O)NC3CCCc4ccccc43)CC2)cc1C (configuration not stated)	1	15	-1.9	64	-1	4	-0.3	-1	-3.8
Cn1ncc(Br)c1C(=O)Nc1ccc(Cl)cn1	-11	7	0.2	-12	1	6	0.8	2	-0.4
O=C(Cc1cccs1)N1CCC(c2nc3c(nnn3Cc3ccc(F)cc3)c(=O)[nH]2)CC1	-9	8	1.0	17	-4	-1	-1.0	2	0.3
Cc1ccc(-c2nnc(Nc3ccc(C(=O)N(C)C)cc3)c3ccccc23)cc1S(=O)(=O)NCC1CCCO1 (configuration not stated)	7	10	2.5	14	0	7	0.2	-2	-2.1
Cc1ccc(NC(=O)c2cc(=O)c3ccccc3o2)cc1S(=O)(=O)N1CCOCC1	-9	5	5.2	-9	3	0	2.1	2	-4.4
FC(F)(F)c1nnc2ccc(N3CCN(c4ccccc4)CC3)nn12	2	10	-0.8	50	1	4	1.4	-1	-0.6
COc1ccc(/C=N/NC(=O)c2ccc3ccccc3c2)cc1OS(=O)(=O)c1ccc(NC(C)=O)cc1	-47	21	1.1	-14	5	0	-0.1	14*	-17
COC(=O)c1ccc(-c2noc(CN(Cc3nccn3C)C(C)C)n2)cc1	-9	-6	1.9	-8	-2	8	0.2	2	4.1
COc1ccccc1CNS(=O)(=O)c1cc(C)ccc1OC	8	-5	-1.0	42	-2	2	1.7	-2	0.9
O=C(NCCN1C(=O)CSC1=O)c1ccccc1	-3	29	-0.7	-12	-5	0	0.4	-1	2.5
Cn1nc(C(=O)Nc2ccc(S(=O)(=O)Nc3ncccn3)cc2)ccc1=O	-4	-5	1.9	-7	-2	1	0.5	3	0.7
CCN(CC)CCCNC(=S)N(Cc1cccnc1)Cc1cc2cccc(C)c2[nH]c1=O	-2	1	0.3	-9	-3	0	0.8	1	3.1
CNC(=O)CSc1cn(CC(=O)N(C(C)C)C(C)C)c2ccccc12	5	8	-1.3	10	-3	2	-0.5	-1	0.1
Cc1noc(C)c1CN1C(=O)NC2(CCCCCCC2)C1=O	-4	0	-0.7	10	0	3	1.2	3	-0.5
CCNc1nc(NCC)n2c(SCC(=O)Nc3ccc(F)cc3[N+](=O)[O-])nnc2n1	4	22	-2.3	15	-2	3	0.6	1	-0.6
Cc1cc2cc(CNC(=O)c3cccs3)ccc2n1C	-10	30	2.0	2	5	1	2.0	-2	0.6
C/C(CC(=O)NC1CCCC1)=N\NC(=O)Cc1cccs1	2	7	-0.8	25	-2	0	-0.2	0	-1.1
CCCNc1cc(=O)n(C)c(=O)n1C	-2	-2	0.4	9	1	7	0.7	2	-3.0
Cc1ccc(-n2nnnc2SCC(=O)N2CCc3ccccc3C2)c(C)c1	-5	7	-1.0	17	-3	5	0.3	-3	2.3
O=C(O)COc1ccc(-c2nnn(CC(=O)O)n2)cc1	-6	3	1.0	18	0	2	0.3	-1	-1.4
Cn1cccc1/C=C1\CC(C(C)(C)C)C/C(=C\c2cccn2C)C1=O (configuration not stated)	3	-11	1.6	31	-1	4	1.1	-2	-2.2
CCOc1cc(C)c(Cl)cc1S(=O)(=O)n1ccnc1	-8	14	-1.8	-4	1	4	-0.1	2	-1.2
CCOc1ccc(N(CC(=O)Nc2c(C)cccc2C)S(=O)(=O)c2c(C)[nH]c(=O)[nH]c2=O)cc1	-5	18	-2.3	-2	-6	7	-0.6	3	1.1
Cc1noc(NS(=O)(=O)c2ccc(NC(=O)c3ccc(OC(C)C)cc3)cc2)c1C	-4	19	0.7	2	0	10	1.1	-2	0.5
COc1ccccc1NC(=O)Cn1nc(Cc2cccnc2)c2ccccc2c1=O	-9	-9	1.4	-8	0	0	0.9	3	2.5
COc1ccccc1NC(=O)COC(=O)/C=C/c1ccc2c(c1)OCO2	1	/	-0.5	-11	-4	-7	0.5	1	0.1
Cc1cc(/C=C2\C(=N)N3N=C(C(C)C)SC3=NC2=O)c(C)n1-c1ccccc1	-2	-10	-0.6	30	-1	0	0.5	-3	0.7
Cn1ccnc1C(O)c1cc(C(C)(C)C)c(O)c(C(C)(C)C)c1 (configuration not stated)	-1	17	-1.1	-6	-3	1	1.0	3	-0.1
CCOCCCNC(=O)C(NC(=O)Cc1cccs1)c1ccc(OC)cc1 (configuration not stated)	-6	17	0.2	13	-1	2	1.0	0	-0.1
Cc1cc(C=NCCCO)c(C)n1-c1cc(Cl)ccc1Cl	-11	-21	0.2	34	4	4	-0.8	2	-1.7
COc1ccccc1C(=O)CSc1ccccn1	-3	-7	-1.0	-18	4	4	0.2	5	-1.2
CCOc1ccc(/C=C2\SC(N3CCc4ccccc4C3)=NC2=O)cc1	3	22	0.4	20	-1	6	1.0	4	4.7
COc1cccc(C(=O)Nc2c3c(nn2-c2ccccc2C)CS(=O)C3)c1OC (configuration not stated)	-2	-11	1.1	6	-2	0	0.2	3	-3.0
COCCCNC(=O)CN(c1ccc(Cl)c(Cl)c1)S(C)(=O)=O	-6	6	0.8	3	-2	0	0.2	-1	-2.3
COc1cc(S(=O)(=O)Nc2ccccc2C)ccc1NC(=O)c1ccncc1	0	20	0.8	32	-3	4	0.3	-1	-0.1
CCC(=O)/C=C1\Sc2ccc(OC)cc2N1CC	-8	5	-1.1	54	-2	-1	-1.5	-3	-2.4
Cc1cccc(CSCCNC(=O)COc2ccc(Cl)cc2)c1	-12	6	-0.8	87*	1	8	0.0	2	2.3
CCn1c2ccccc2c2cc(NC(=O)CSc3nnc(-c4cccc(F)c4)o3)ccc21	-8	7	0.3	52	-2	-1	0.4	-2	0.0
COc1cc(CN(C(=S)NCC(=O)NC2CC2)C2CCCC2)cc(OC)c1OC	-1	17	0.4	10	1	7	0.5	-1	0.0
NNC(=O)CCC(=O)Nc1ccccc1	-2	2	1.1	10	1	9	0.6	-3	0.3
Cc1cc(C=C2C(=O)c3ccccc3C2=O)c(C)n1-c1ccc(Cl)cc1	-9	8	3.4	-24	-1	1	0.6	-2	-2.2
COc1ccc(NC(=O)c2nc(SC)ncc2Cl)cc1	-8	3	-0.4	9	-2	-3	0.9	0	1.6
O=C1NCCCC1C(=O)N/N=C/c1ccc([N+](=O)[O-])cc1 (configuration not stated)	3	-1	1.0	3	-3	3	0.5	0	2.0
O=C(Nc1cnc2ccccc2c1)N1CCCCC1	8	31	-0.7	-4	-3	0	0.4	7	4.2
Cc1c(O)c(CN2CCCC2)cc2c3c(c(=O)oc12)CCC3	-4	3	1.4	17	1	6	0.8	-2	1.9
CCOC(=O)Cn1nc(C)c2c1CCCC2=O	1	11	0.9	-5	-1	1	0.4	-2	-1.1
The results go on:
SMILES	RBBP9 inhibitor	PPC-1+TRAIL kill	zfTRPN1 agonist	CHOP inh	Ba/F3 V617F tox	BaF3 parental	TRPML3 ag	Wee1 stabilizer	TNF death inh
COC(=O)C(NS(=O)(=O)c1ccc(NC(C)=O)cc1)C(C)C (configuration not stated)	-4	23	-0.1	28	-2	0	0.6	0	-0.6
Cn1c(NCc2ccco2)nc2c1c(=O)n(Cc1ccc(Cl)cc1Cl)c(=O)n2C	-4	42	0.0	88*	-3	0	-0.6	0	-2.9
Cc1cccc2c(Cl)cc(=O)[nH]c12	-5	21	-0.1	8	0	1	0.4	3	-1.0
CCc1ccc(C(=O)/C=C/c2cnn(C)c2C)s1	-8	29	-1.2	-29	0	1	0.7	2	-1.6
O=Cc1cnc(N2CCN(c3ccccc3)CC2)s1	-1	25	0.5	-10	4	5	0.8	0	-1.2
COc1ccccc1Nc1nnc(SCC(=O)NC(=O)Nc2ccc3c(c2)OCCO3)s1	-9	17	1.8	104*	-1	7	0.6	-1	1.9
COc1ccc(/C=N/NC(=O)c2cccc([N+](=O)[O-])c2)cc1OC	-3	8	0.9	1	1	5	0.9	-2	0.2
CC(NC(=O)CSCc1ccccc1Br)c1ccccc1 (configuration not stated)	-4	21	-3.2	6	2	6	-0.5	-4	0.3
CC(Oc1ccc(Cl)cc1)C(=O)Nc1ncccn1 (configuration not stated)	-5	3	1.3	-5	1	11	-0.3	1	-0.4
COc1ccc(OC)c(-c2csc(NC(=O)CSc3ccccc3)n2)c1	-14	18	0.9	43	-3	2	0.6	-1	2.6
Cc1ccc(OCc2nnc(NC(=O)c3cccnc3)s2)cc1	-4	4	1.3	-10	-2	2	0.9	-2	3.7
CCOC(=O)N/N=C/c1c(C)c(C(=O)c2ccc(F)cc2)n2ccccc12	-8	2	-1.2	31	-3	1	-0.6	2	1.5
Oc1ccc(C(=S)N2CCCCC2)cc1Cl	8	26	-0.2	16	-4	0	0.3	4	-1.9
Cc1ccc(C)c(NC(=O)c2nc(-c3ccccc3)n(-c3ccccc3)n2)c1	-9	7	-1.7	-10	2	8	-0.1	0	-1.5
O=C(NCc1cccnc1)C1CCC(CNS(=O)(=O)c2cccc3nsnc23)CC1 (configuration not stated)	-5	9	-1.2	-12	-5	2	-0.1	1	2.2
Cc1ccc(-c2cc(C(F)F)n3ncc(C(=O)N4CCc5ccccc54)c3n2)cc1	-8	6	-0.6	6	3	1	0.9	3	-9.2
Cc1cc(N2CCCC2=O)ccc1S(=O)(=O)NCCOc1ccccc1	-10	3	3.9	11	-6	4	1.2	2	0.1
Fc1ccc(CNCc2cccc(Br)c2)cc1	0	18	0.1	13	-4	3	-0.2	2	1.9
COC(=O)c1sc(N)nc1C(C)(C)C	-5	11	-0.6	16	0	0	0.3	2	-5.9
CCOC(=O)c1c(NC(=O)CN(CC)CC)sc2c1CCC2	1	-13	-0.6	64	-1	2	-0.9	2	0.4
Cc1ccc(C)c(NC(=S)N(C)CCO)c1	-2	-6	1.9	-6	-1	5	0.5	6	1.4
